Siah-1 displacement = Siah-1 peptide-binding antagonists, primary screen, biochemical, fluorescence polarization, rhodamine-plectin, uHTS (AID 1817) | E3 ubiquitin-protein ligase SIAH1 (Homo sapiens) | Siah-1 / rhodamine-plectin peptide fluorescence polarization; higher % means a stronger effect | one-dose displacement, % at 20 µM; IC50 in µM for titrated hits | actives 0.02% (n = 290,000);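 active = displacement of at least 50% at 20 µM, with a fluorescence ratio check between 0.3 and a set limit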;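 also: plate controls were Siah plus tracer with DMSO for no effect and tracer alone without Siah for full effect; strong numbers were not always called active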
ER stress rescue = rescue of cells from ER stress-induced death, primary screen, 384-well, CSM14.1, thapsigargin, ATP luminescence (AID 1222) | CSM14.1 thapsigargin-induced death rescue, ATP luminescence; higher % means a stronger effect | cellular ATP content (survival), % at 20 µM, or EC50 in µM where a hit was titrated | 190,000 tested, under 10 active;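 active = EC50 below 50 µM in the dose-response confirmation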;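 also: death triggered by thapsigargin at about 15 µM added after 2 h compound pretreatment; cell ATP read after overnight thapsigargin exposure of roughly 18 to 22 hours; normalized against plate controls of thapsigargin alone and 5% DMSO vehicle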
M1AAP inhibition = P. falciparum M1AAP inhibitors, biochemical, fluorogenic H-Leu-NHMec substrate, 1536-well (AID 1445); recombinant M1AAP, H-Leu-NHMec fluorogenic kinetic assay; higher % means a stronger effect; inhibition, % at 30 µM; hits with a dose series show IC50 in µM; actives 0.42% (n = 220,000);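 active = primary inhibition above the hit cutoff, then over 50% inhibition at one or more dose response concentrations, cut at about 23% in these data, passing the limit was not always enough; inconclusive = conflicting primary data, or primary hits not chosen for dose response; inactive = low primary inhibition, or under 50% at every dose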;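 also: plate controls were DMSO full reaction for no effect and no enzyme background for full effect; strong numbers were not always called active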
LYP phosphatase = inhibitors of LYP phosphatase, biochemical, fluorescence intensity, uHTS (AID 1779) | Tyrosine-protein phosphatase non-receptor type 22 (Homo sapiens) | recombinant LYP phosphatase, fluorescence intensity; higher % means a stronger effect | inhibition, % at 11.5 µM; hits with a dose series show IC50 in µM | actives 0.054% (n = 290,000);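 also: plate controls were vehicle with enzyme for no effect and no enzyme for full effect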
HEK293 NOD2/NF-kB = NOD2 signaling inhibitors, cell-based, luminescence, uHTS, HEK293 (AID 1566); actives 0.63% (n = 290,000); inhibition, % at 4 µM; hits with a dose series show EC50 in µM; HEK293 NOD2/NF-kB luciferase reporter, luminescence; higher % means a stronger effect; also: many of its hits are not listed in these tables
AID2073 = inhibitors of Mint1-CaV2.2 protein interaction, biochemical, HTRF (AID 2073) | Voltage-dependent N-type calcium channel subunit alpha-1B (Homo sapiens) | HTRF protein-protein interaction, Mint1-CaV2.2; higher % means a stronger effect | inhibition, % at 20 µM, or IC50 in µM where a hit was titrated | actives 0.19% (n = 290,000); in the data active = inhibition mostly above about 51%, no sharp cut-off; inconclusive = no clear call, values can overlap the other calls; inactive = mostly below about 53%; also: some results filed as inactive read as strong as hits
M17LAP inhibition = P. falciparum M17LAP inhibitors, primary screen, biochemical, fluorogenic H-Leu-NHMec substrate, 1536-well (AID 1619). recombinant M17LAP, H-Leu-NHMec fluorogenic kinetic assay; higher % means a stronger effect. inhibition, % at 30 µM; hits with a dose series show IC50 in µM. actives 0.38% (n = 220,000). Leucine aminopeptidase (Plasmodium falciparum (isolate 3D7));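 active = compound inhibiting the enzyme by more than half at any dose during confirmatory dose-response retesting; inconclusive = strong single-dose inhibitors picked by rank but not retested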;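 also: plate controls were full reaction with DMSO carrier for no effect and no enzyme background for full effect; strong numbers were not always called active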
Lipid droplet = inhibitors of hepatocyte lipid droplet formation, primary screen, imaging, high-throughput imaging, BODIPY stain. AML12 mouse hepatocytes, oleate lipid droplets. inhibition, % at 6.5 µM. actives 0.4% (n = 240,000);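 active = lipid droplet intensity inhibited by at least 50%, with more than 500 cells counted; inconclusive = wells with under 300 cells, treated as cytotoxic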
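Test system: AML12 hepatocytes (mouse); reagent: oleate loading, 100 µM; dosing: one dose, 6.5 µM compound; incubation: overnight exposure; signal: fluorescence imaging, 20x objective, two fields per well; read-out basis: % inhibition of corrected integrated BODIPY droplet signal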
XIAP antagonists = XIAP antagonists, biochemical, IAP family, fluorescence polarization (AID 1018); XIAP BIR domain, fluorescence polarization peptide displacement; higher % means a stronger effect; displacement, % at 20 µM; hits with a dose series show IC50 in µM; actives 0.007% (n = 200,000); in the data active = displacement above about 50%; also: a part of the inactive calls stands beside numbers as strong as those of hits
Lipid droplet cells 6.5 µM = recorded beside Lipid droplet, whose call it bears; cell count; measured here: cell count, cytotoxicity flag;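 cells counted across two imaged fields per well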
The depositor's hits bear a star. Rule as the data show it, unless noted: active = inhibition above about 50%; inactive = the rest.

What do the screens show for `O=C1NCC2=C1C(c1ccccc1)Nc1ccccc1N2` (stereo not drawn)?
Siah-1 displacement: -6%; ER stress rescue: 4.4%; M1AAP inhibition: 12%; LYP phosphatase: -9%; HEK293 NOD2/NF-kB: -1%; AID2073: -1%; M17LAP inhibition: 14%; Lipid droplet: 29; XIAP antagonists: -5.5%; Lipid droplet cells 6.5 µM: 804

Results for O=c1[nH]c(C2CCN(S(=O)(=O)Cc3ccccc3)CC2)nc2c1nnn2Cc1ccccc1 ?
Siah-1 displacement: -1%; LYP phosphatase: -1%; HEK293 NOD2/NF-kB: 5%; AID2073: 5%; Lipid droplet: -46; Lipid droplet cells 6.5 µM: 791

What do the screens show for `CCn1c(-c2ccco2)nc2ccccc21`?
Siah-1 displacement: -2%; M1AAP inhibition: 6%; LYP phosphatase: -6%; HEK293 NOD2/NF-kB: -23%; AID2073: 7%; M17LAP inhibition: 5%; Lipid droplet: 6; XIAP antagonists: -7.5%; Lipid droplet cells 6.5 µM: 713

Results for COc1ccc(CN2CCNC(=O)C2CC(=O)N(C)Cc2ccon2)c(F)c1 (stereo not drawn) ?
Siah-1 displacement: 0%; LYP phosphatase: -6%; HEK293 NOD2/NF-kB: 1%; AID2073: 0%; Lipid droplet: -2; Lipid droplet cells 6.5 µM: 678

Results for O=C(Nc1nn[nH]n1)c1cccc([N+](=O)[O-])c1 ?
Siah-1 displacement: 1%; ER stress rescue: -0.3%; M1AAP inhibition: 17%; LYP phosphatase: -6%; HEK293 NOD2/NF-kB: 16%; AID2073: inconclusive; M17LAP inhibition: 9%; Lipid droplet: 30; XIAP antagonists: -5.3%; Lipid droplet cells 6.5 µM: 681

Results for COC(=O)c1nc(-n2nc(C)cc2C)ccc1Cl ?
Siah-1 displacement: 1%; ER stress rescue: 5.4%; M1AAP inhibition: -3%; LYP phosphatase: -3%; HEK293 NOD2/NF-kB: 13%; AID2073: 2%; M17LAP inhibition: 5%; Lipid droplet: 12; XIAP antagonists: -4.7%; Lipid droplet cells 6.5 µM: 802

How did O=C(NC(=S)N1CCOCC1)c1ccccc1Cl do in these assays?
Siah-1 displacement: -3%; LYP phosphatase: -11%; HEK293 NOD2/NF-kB: 2%; AID2073: -15%; Lipid droplet: -3; Lipid droplet cells 6.5 µM: 708

Results for O=C(CN1C(=O)CSCC1=O)Nc1ccc2c(c1)OCO2 ?
Siah-1 displacement: 11%; ER stress rescue: -0.5%; M1AAP inhibition: 2%; LYP phosphatase: -7%; HEK293 NOD2/NF-kB: 12%; AID2073: 13%; M17LAP inhibition: 51%; Lipid droplet: -6; XIAP antagonists: -19%; Lipid droplet cells 6.5 µM: 449

How did CCOc1ccccc1C(=O)N(Cc1sccc1C)C1CCS(=O)(=O)C1 (stereo not drawn) do in these assays?
Siah-1 displacement: 3%; LYP phosphatase: 1%; HEK293 NOD2/NF-kB: 5%; AID2073: 8%; Lipid droplet: -6; Lipid droplet cells 6.5 µM: 811

How did N#CCCN(Cc1cccnc1)C(=S)NC(=O)c1ccco1 do in these assays?
Siah-1 displacement: -3%; ER stress rescue: -1.2%; M1AAP inhibition: 10%; LYP phosphatase: -8%; HEK293 NOD2/NF-kB: -21%; AID2073: -1%; M17LAP inhibition: 9%; Lipid droplet: -43; XIAP antagonists: -1.6%; Lipid droplet cells 6.5 µM: 684

How did CCSc1n[nH]c(=O)[nH]c1=O do in these assays?
Siah-1 displacement: -7%; M1AAP inhibition: -8%; LYP phosphatase: -2%; HEK293 NOD2/NF-kB: 5%; AID2073: 31%; M17LAP inhibition: -6%; XIAP antagonists: 3.3%

What do the screens show for `CCCCN1C(=O)CC(N2CCOCC2)C1=O` (stereo not drawn)?
Siah-1 displacement: -7%; ER stress rescue: 0.1%; M1AAP inhibition: 4%; LYP phosphatase: -7%; HEK293 NOD2/NF-kB: -5%; AID2073: -5%; M17LAP inhibition: 10%; Lipid droplet: 2; XIAP antagonists: -4.8%; Lipid droplet cells 6.5 µM: 815

What do the screens show for `CCOc1ccc(C2/C(=C(/O)c3ccc4c(c3)CC(C)O4)C(=O)C(=O)N2CCCn2ccnc2)cc1` (stereo not drawn)?
Siah-1 displacement: -1%; LYP phosphatase: 3%; HEK293 NOD2/NF-kB: 9%; AID2073: -9%; Lipid droplet: -20; Lipid droplet cells 6.5 µM: 705

How did CC(COc1ccccc1)N(CCCl)Cc1ccccc1 (stereo not drawn) do in these assays?
Siah-1 displacement: 5%; ER stress rescue: -3.1%; M1AAP inhibition: 3%; LYP phosphatase: -2%; HEK293 NOD2/NF-kB: 8%; AID2073: 3%; M17LAP inhibition: 5%; Lipid droplet: -33; XIAP antagonists: -1.3%; Lipid droplet cells 6.5 µM: 741

What do the screens show for `Cc1oc2cc3oc(=O)c(CC(=O)N[C@@H](C)C(=O)NC(Cc4ccc(Cl)cc4)C(=O)O)c(C)c3cc2c1C` (stereo partly drawn)?
Siah-1 displacement: -2%; LYP phosphatase: 2%; HEK293 NOD2/NF-kB: 4%; AID2073: 22%; Lipid droplet: 0; Lipid droplet cells 6.5 µM: 778

Results for CCOC(=O)c1c(-c2ccccc2)oc2ccc(OCC(=O)NNC(=O)CCC(=O)O)cc12 ?
Siah-1 displacement: -5%; LYP phosphatase: -4%; HEK293 NOD2/NF-kB: -4%; AID2073: 43%; Lipid droplet: -14; Lipid droplet cells 6.5 µM: 849

Results for COc1cccc(CNC(=O)CNC(=S)N(Cc2ccccc2)Cc2ccccc2F)c1 ?
Siah-1 displacement: -4%; M1AAP inhibition: 1%; LYP phosphatase: 12%; HEK293 NOD2/NF-kB: -6%; AID2073: -2%; M17LAP inhibition: 6%; Lipid droplet: 13; XIAP antagonists: -10%; Lipid droplet cells 6.5 µM: 693

Results for OC(COc1ccc(Br)cc1)CN1CCOCC1 (stereo not drawn) ?
Siah-1 displacement: -2%; ER stress rescue: -0.4%; M1AAP inhibition: -3%; LYP phosphatase: -8%; HEK293 NOD2/NF-kB: 6%; AID2073: 0%; M17LAP inhibition: 9%; XIAP antagonists: -3.2%

Results for CCn1c(SCC(=O)N/N=C/c2ccc(C)s2)nc2ccccc21 ?
Siah-1 displacement: -1%; ER stress rescue: -1.5%; M1AAP inhibition: -2%; LYP phosphatase: 4%; HEK293 NOD2/NF-kB: -10%; AID2073: -8%; M17LAP inhibition: -9%; Lipid droplet: 27; XIAP antagonists: -6.6%; Lipid droplet cells 6.5 µM: 703

Results for S=C(c1ccc(Br)cc1)N1CCN(Cc2ccccc2)CC1 ?
Siah-1 displacement: -1%; ER stress rescue: -1.5%; M1AAP inhibition: 12%; LYP phosphatase: 24%; HEK293 NOD2/NF-kB: -4%; AID2073: -37%; M17LAP inhibition: -8%; XIAP antagonists: -4.2%

How did CCOc1ccc(NC(=O)CCC(=O)NNC(=O)c2ccc(Br)o2)cc1 do in these assays?
Siah-1 displacement: -3%; LYP phosphatase: -10%; HEK293 NOD2/NF-kB: 18%; AID2073: -4%; Lipid droplet: 4; Lipid droplet cells 6.5 µM: 820

What do the screens show for `CCN(CC)C(=O)c1sc(NC(=O)c2ccncc2)c(C(=O)OC)c1C`?
Siah-1 displacement: 1%; ER stress rescue: 1.1%; M1AAP inhibition: -4%; LYP phosphatase: -1%; HEK293 NOD2/NF-kB: 4%; AID2073: 13%; M17LAP inhibition: -4%; Lipid droplet: -20; XIAP antagonists: 1.3%; Lipid droplet cells 6.5 µM: 629

How did CCCS(=O)(=O)N1CCCC(C(=O)c2cccc(Cl)c2)C1 (stereo not drawn) do in these assays?
Siah-1 displacement: -3%; ER stress rescue: 0.7%; M1AAP inhibition: 2%; LYP phosphatase: -3%; HEK293 NOD2/NF-kB: -5%; AID2073: -13%; M17LAP inhibition: -1%; Lipid droplet: 4; XIAP antagonists: -18%; Lipid droplet cells 6.5 µM: 750

How did Cc1cc(C(=O)Nc2ccccc2Cc2ccccc2)no1 do in these assays?
Siah-1 displacement: -6%; LYP phosphatase: -12%; HEK293 NOD2/NF-kB: 17%; AID2073: 9%; Lipid droplet: -2; Lipid droplet cells 6.5 µM: 644

How did CC(C(=O)N1CCCCC1)n1sc2ccccc2c1=O (stereo not drawn) do in these assays?
Siah-1 displacement: 1%; ER stress rescue: -2.3%; M1AAP inhibition: -1%; LYP phosphatase: -8%; HEK293 NOD2/NF-kB: -59%; AID2073: 1%; M17LAP inhibition: 9%; Lipid droplet: -4; XIAP antagonists: -2.2%; Lipid droplet cells 6.5 µM: 666

How did Cc1ccc(-n2c(CSc3nc(C)cc(C)n3)nnc2SCC(=O)NCc2ccco2)cc1 do in these assays?
Siah-1 displacement: -2%; ER stress rescue: 0.2%; M1AAP inhibition: -9%; LYP phosphatase: -5%; HEK293 NOD2/NF-kB: 3%; AID2073: -2%; M17LAP inhibition: 20%; XIAP antagonists: -3.1%

What do the screens show for `Cc1ccsc1/C=C1\CCc2ccccc2C1=O`?
Siah-1 displacement: -1%; ER stress rescue: -3.3%; M1AAP inhibition: 10%; LYP phosphatase: -7%; HEK293 NOD2/NF-kB: -197%; AID2073: -2%; M17LAP inhibition: 6%; Lipid droplet: 13; XIAP antagonists: -2.2%; Lipid droplet cells 6.5 µM: 770

How did NC(=O)CSc1nnc(Cc2csc(Nc3ccc(F)cc3)n2)n1Cc1ccccc1 do in these assays?
Siah-1 displacement: -1%; ER stress rescue: -3.9%; M1AAP inhibition: 18%; LYP phosphatase: -1%; HEK293 NOD2/NF-kB: 10%; AID2073: -26%; M17LAP inhibition: 9%; Lipid droplet: -10; XIAP antagonists: -2.8%; Lipid droplet cells 6.5 µM: 728

What do the screens show for `CN(CC(=O)Nc1ccc(N2CCOCC2)cc1)CC(=O)Nc1cccc(C#N)c1`?
Siah-1 displacement: 9%; ER stress rescue: 14%; M1AAP inhibition: 0%; LYP phosphatase: -7%; HEK293 NOD2/NF-kB: 19%; AID2073: 0%; M17LAP inhibition: 17%; Lipid droplet: 0; XIAP antagonists: -2.8%; Lipid droplet cells 6.5 µM: 559

This is a subset; rates above refer to the full screens.
